# CHRM1 agonist: human M1 muscarinic receptor agonism; CHO-K1 hM1, Fluo-8 calcium fluorescence, agonist mode; 0% DMSO, 100% acetylcholine EC100; activation, % at 3 µM; hit rate 0.33% among 360,000;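 active means activation above the run's mean compound activation plus 3 SD, cut at about 16% in these data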;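 further: peak over basal fluorescence ratio within a 140 s kinetic read after compound addition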
# Target sequence (P11229 whole entry, looked up): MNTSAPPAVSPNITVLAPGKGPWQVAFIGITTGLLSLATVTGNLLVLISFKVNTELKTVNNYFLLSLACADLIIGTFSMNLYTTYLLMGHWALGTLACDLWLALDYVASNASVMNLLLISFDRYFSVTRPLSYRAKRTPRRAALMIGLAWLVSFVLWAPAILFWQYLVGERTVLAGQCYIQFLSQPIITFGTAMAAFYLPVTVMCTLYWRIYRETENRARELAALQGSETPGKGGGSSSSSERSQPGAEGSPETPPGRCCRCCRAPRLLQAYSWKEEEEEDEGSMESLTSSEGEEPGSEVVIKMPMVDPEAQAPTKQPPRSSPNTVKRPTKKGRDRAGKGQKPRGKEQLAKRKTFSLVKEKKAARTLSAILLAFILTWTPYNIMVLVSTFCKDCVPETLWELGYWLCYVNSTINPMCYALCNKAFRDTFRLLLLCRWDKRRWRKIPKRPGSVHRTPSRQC
# TAAR1 agonist: agonists of human TAAR1. AID 624467. activation, % at 3 µM. hit rate 0.99% among 360,000. CHO RD-HGA16 TAAR1, Fluo-8 calcium fluorescence; vehicle wells 0%, saturating PEA agonist 100%;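 active means activation above the mean activation of all test compounds in the run plus 3 SD, cut at about 38% in these data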
#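 Repeats: no replicates (n 1) | Material: CHO-derived RD-HGA16 cells with stable Gα16 and human TAAR1 | Technique: Kinetic Fluo-8 calcium fluorescence | Schedule: 17-24 h seeding, 75 min 37 °C dye, 30 min RT | Evaluation: % activation from peak over basal fluorescence ratio, DMSO-to-PEA scaled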
# TAAR1 antag: antagonists of human TAAR1. CHO RD-HGA16 TAAR1, Fluo-8 calcium fluorescence, antagonist. hit rate 1.5% among 360,000. Q96RJ0. AID 624466. inhibition, % at 3 µM;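 active means inhibition above a per-plate cutoff, the mean inhibition of test compounds on that plate plus 3 SD, cut at about 49% in these data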;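 further: 0% = DMSO plus EC80 beta-PEA response and 100% = DMSO alone without agonist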
#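 System: RD-HGA16 CHO cells with stable hTAAR1 and Gα16 | Probe or stimulus: EC80 β-phenethylamine stimulus | Dosing: 3 µM, single point | Times: Dye loading 75 min at 37 °C, then 30 min room temperature | Measured by: Fluo-8 calcium-sensitive fluorescence | Read-out basis: % inhibition of agonist calcium response | Replicates: n of 1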
# M1 antag: human CHRM1 antagonism. P11229. inhibition, % at 3 µM. CHO-K1 hM1, Fluo-8 calcium fluorescence, ACh EC80 antagonist. AID 588852. hit rate 1.3% among 360,000;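 active means percent inhibition above its own plate's cutoff, namely the mean of that plate's compound wells plus 3 SD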;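 further: peak over basal fluorescence ratio during 140 s after agonist addition; 0% = ACh EC80 plus DMSO and 100% = DMSO alone without agonist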
# CHO parental Ca: signal in parental CHO cells, OX1R antagonist counter-screen | hit rate 0.63% among 330,000 | inhibition, % at 5.6 µM | parental CHO-K1, ATP-induced calcium, Fluo-8 fluorescence;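 active means inhibition above that plate's mean sample inhibition plus 3 SD, cut at about 26% in these data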;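 further: 0% = ATP-challenged DMSO wells and 100% = DMSO wells without ATP; some compounds past the cut are filed as inactive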
#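 material = parental CHO cells | also added = ATP as calcium-mobilizing challenge | dosing = single point at 5.6 µM | detection = intracellular calcium via Fluo-8 no-wash fluorescent dye | read-out = % inhibition | benchmarks = low control ATP plus DMSO, high control DMSO only | repeats = one well per compound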
# CHO-K1 Ca PAM: nonselective activator or artifact in parental CHO-K1 calcium assay; ATP EC20, Fluo-8 calcium fluorescence; 0% at ATP EC20, 100% at ATP max; activation, % at 3 µM; hit rate 0.02% among 360,000;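 active means activation above the run cutoff, the mean activation of all test compounds plus 3 SD, cut at about 40% in these data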;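 further: peak over basal fluorescence ratio in a 140 s read after ATP addition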
# OXTR potentiator: potentiators of human oxytocin receptor; AID 2445; hit rate 0.061% among 320,000; P30559; CHO-OTR cells, Fluo-8 calcium fluorescence, potentiator mode; 0% = oxytocin EC15, 100% = EC100; activation, % at 3 µM;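 active means activation above that plate's cutoff, the mean activation of tested compounds plus 3 SD, cut at about 6.6% in these data, passing the limit was not always enough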;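 further: 100% uses oxytocin at 75 nM as the full agonist control; some results filed as inactive read as strong as hits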
# Target sequence (P30559 whole entry, looked up): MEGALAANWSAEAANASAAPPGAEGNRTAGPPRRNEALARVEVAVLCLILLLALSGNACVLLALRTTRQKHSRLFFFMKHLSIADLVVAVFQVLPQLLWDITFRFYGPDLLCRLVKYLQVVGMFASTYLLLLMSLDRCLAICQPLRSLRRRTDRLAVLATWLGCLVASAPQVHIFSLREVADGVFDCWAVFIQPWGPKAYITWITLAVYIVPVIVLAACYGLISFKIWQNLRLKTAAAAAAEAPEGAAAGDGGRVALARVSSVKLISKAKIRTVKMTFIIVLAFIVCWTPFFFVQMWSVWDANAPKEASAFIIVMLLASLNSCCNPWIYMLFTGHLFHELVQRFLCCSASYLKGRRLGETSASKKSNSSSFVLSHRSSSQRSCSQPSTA
#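 Assay system: CHO-OTR cells, human receptor / Also added: oxytocin at about EC15, sub-maximal agonist stimulus / Dosing: single dose, 3.0 µM nominal final compound concentration / Incubation: 6 min pre-incubation, 100 s read / Technique: Fluo-8 calcium dye fluorescence / Read-out: % activation vs EC15 and EC100 oxytocin / Benchmarks: EC15 oxytocin low, 75 nM oxytocin high / Replicates: singlicate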
# CHO-K1 Ca ag: M1 agonist counterscreen hit in parental CHO-K1 cells; hit rate 0.48% among 360,000; activation, % at 3 µM; Fluo-8 calcium fluorescence; scaled to maximal ATP response, vehicle zero; in the data active means activation above about 15%;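 further: untransfected CHO-K1 host cells lacking M1 receptor as counterscreen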
# CHO-K1 Ca antag: nonselective inhibitor or artifact in parental CHO-K1 cells | ATP-induced calcium, Fluo-8 fluorescence | inhibition, % at 3 µM | hit rate 0.6% among 360,000 | AID 602250;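 active means inhibition above a per-plate cutoff, the plate's mean sample inhibition plus 3 SD, cut at about 24% in these data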;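 further: 0% = DMSO plus EC80 ATP and 100% = DMSO alone without ATP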
# The depositor's hits bear a star; . = no result given.
# Labels used below – A = CHRM1 agonist; B = TAAR1 agonist; C = TAAR1 antag; D = M1 antag; E = CHO parental Ca; F = CHO-K1 Ca PAM; G = OXTR potentiator; H = CHO-K1 Ca ag; I = CHO-K1 Ca antag
O=C(NC1CCCCCCC1)c1ccc2c(c1)N(Cc1ccc(F)cc1)C(=O)CS2=O (stereo not given)
  A: 1	B: 4	C: -9	D: -5	E: -28	F: 11	G: -2	H: -0.5	I: -41
CCOc1ccc(C(=O)Nc2cccc(C(C)=O)c2)cc1[N+](=O)[O-]
  A: -7	B: 8	C: 0	D: -1	E: -3	F: 11	G: -1	H: 0.8	I: -2
O=C(CN1C(=O)NC2(CCCc3ccccc32)C1=O)N1CCCCC1 (stereo not given)
  A: -1	B: 2	C: -17	D: -2	E: -10	F: -4	G: -2	H: 0.7	I: -8
COC(=O)c1ccc(NC(=O)CSc2nc(N)c(NC(=O)c3ccc(Br)o3)c(=O)[nH]2)cc1
  A: -1	B: 1	C: -5	D: -14	E: -6	F: -1	G: -3	H: 0.5	I: -6
O=C(Nc1cccc(C(F)(F)F)c1)c1cccnc1N1CCCC1
  A: -4	B: 8	C: -2	D: 1	E: -11	F: 6	G: -3	H: 0.1	I: -4
C=CCSc1nnc(CCCCCN2C(=O)c3cccc4cccc(c34)C2=O)o1
  A: -8	B: 3	C: 16	D: -2	E: -16	F: 21	G: 0	H: 4.0	I: 0
O=C(O)c1ccc(S(=O)(=O)N(CCc2ccccc2)Cc2ccc(Cl)cc2)cc1
  A: -8	B: 5	C: 11	D: -2	E: -5	F: 3	G: -15	H: 0.3	I: -1
O=C(Nc1ccc2c(c1)OCCO2)C(CCc1ccccc1)N1CCN(C/C=C/c2ccccc2)CC1 (stereo not given)
  A: -4	B: 2	C: 21	D: -13	E: .	F: 28	G: .	H: 3.8	I: -22
O=C(CCS(=O)(=O)c1ccccc1)Nc1ccc(Cl)cn1
  A: -3	B: 2	C: -12	D: -13	E: -13	F: 15	G: -2	H: 0.9	I: -18
CCc1ccccc1OCC(=O)Nc1ccc(N2CCCC2)cc1C
  A: -8	B: -1	C: -7	D: 20	E: .	F: 21	G: .	H: 0.4	I: -1
CC(C)(C)OC(=O)NCCCCCNC(=O)c1nc[nH]c1C(=O)N1CCc2ccccc2C1
  A: -2	B: 22	C: 76*	D: 23	E: -11	F: -2	G: -5	H: 7.0	I: 3
O=S1(=O)N=C(N2CCOCC2)c2ccccc21
  A: -1	B: 0	C: 9	D: -6	E: 0	F: -3	G: -7	H: -0.4	I: 2
CC(C)=CCN1CCN(Cc2cnc(-c3ccccc3)s2)CC1CCO (stereo not given)
  A: -7	B: 0	C: -12	D: -4	E: -15	F: 14	G: -4	H: 1.5	I: -8
Cc1cccc(NCC(=O)N/N=C/c2ccc(Br)cc2)c1
  A: -1	B: 4	C: 8	D: 2	E: -15	F: -13	G: -8	H: -0.6	I: 1
COc1ccc(-c2nc(CS(=O)CC(=O)NCc3ccco3)c(C)o2)cc1OC (stereo not given)
  A: -4	B: 1	C: -39	D: -5	E: -7	F: 8	G: 1	H: 0.3	I: -17
COc1cc2c(cc1OC)CN(C(=O)COc1ccccc1C#N)CC2
  A: -1	B: 13	C: 13	D: -12	E: .	F: -3	G: .	H: 1.1	I: -11
O=C(Cn1nc(Cc2cccnc2)c2ccccc2c1=O)NCCCN1CCCC1=O
  A: -2	B: 0	C: -6	D: 1	E: -6	F: 6	G: 1	H: -0.1	I: -9
CC(=O)Nc1cccc(OCC(=O)NS(=O)(=O)c2ccc(Cl)cc2)c1
  A: -2	B: 6	C: -6	D: -41	E: 4	F: 17	G: -5	H: 0.6	I: -11
CC(C)[C@@H]1Cc2[nH]c(=O)[nH]c(=O)c2[C@H](C)O1
  A: .	B: 1	C: 4	D: .	E: .	F: -9	G: .	H: 0.4	I: 20
N#Cc1ccc(-c2csc(NC(=O)c3ccc(S(=O)(=O)N4CCc5ccccc5C4)cc3)n2)cc1
  A: -8	B: 0	C: 4	D: -7	E: -2	F: 12	G: -6	H: 0.0	I: -8
Cc1cc(=O)oc2cc(OCC(=O)N/N=C/c3ccccc3[N+](=O)[O-])ccc12
  A: -6	B: 10	C: -10	D: 1	E: -10	F: 7	G: -12	H: 4.2	I: 3
Cc1ccc(-c2cc(C(=O)N/N=C/c3c(C)nn(C)c3C)c3ccccc3n2)c(C)c1
  A: 2	B: 5	C: 14	D: -10	E: -18	F: -6	G: -4	H: -0.2	I: 24*
CCC1CCCCN1CCCNC(=O)CS(=O)(=O)Cc1nc(-c2cccc(OC)c2)oc1C (stereo not given)
  A: -6	B: 0	C: -13	D: 17	E: -20	F: -8	G: -7	H: -0.2	I: 11
Cc1cc(NCCCCCCCNc2cc(C)nc3cc([N+](=O)[O-])ccc23)c2ccc([N+](=O)[O-])cc2n1
  A: -8	B: 0	C: -12	D: 34*	E: .	F: 0	G: .	H: 0.1	I: -7
C#Cc1ccc([C@@H]2C=C(C(=O)NCc3nc4ccccc4[nH]3)O[C@H](OCC)[C@H]2CCCO)cc1
  A: -8	B: 9	C: 1	D: -5	E: -23	F: 2	G: -9	H: -0.1	I: -9
Cn1nc(C(F)(F)F)c(-c2ccc(F)cc2)c1NC(=O)CSCC(=O)O
  A: -3	B: -1	C: 3	D: 6	E: -3	F: -13	G: -11	H: -0.1	I: -2
CN(C)/C=C/C(=O)c1ccn(S(=O)(=O)c2ccccc2)c1
  A: 0	B: 2	C: -16	D: -3	E: -5	F: -1	G: -9	H: 0.5	I: -3
CCn1c(SCc2ccc(C(=O)O)cc2)nnc1-c1ccc(Cl)cc1
  A: -2	B: 5	C: 2	D: -8	E: -3	F: 6	G: 2	H: 0.7	I: -13
CC(=O)NCCc1nc2ccccc2n1Cc1cccc(C)c1
  A: -6	B: -1	C: 7	D: -6	E: -7	F: 12	G: -3	H: 1.3	I: -7
COc1ccc(CN2C(=NC(=O)COc3ccccc3)SC3CS(=O)(=O)CC32)cc1 (stereo not given)
  A: 2	B: 5	C: -4	D: -17	E: -16	F: 13	G: -1	H: 0.9	I: -13
Cc1ccc(NC(=O)C[n+]2cc(-c3ccccc3)n3c2CCC3)c(C)c1
  A: -8	B: 1	C: 0	D: 15	E: -12	F: 16	G: 3	H: 0.5	I: -14
CCCCn1nnnc1NCc1ccc(OC)c(OC)c1
  A: 0	B: 2	C: -1	D: -1	E: -11	F: 12	G: -2	H: 1.5	I: -17
Cc1nc2nc(C)c(NS(=O)(=O)c3ccc4c(c3)CCCC4)c(=O)n2[nH]1
  A: -10	B: 2	C: -10	D: -6	E: -3	F: 12	G: -7	H: 0.4	I: -7
COc1ccc(N2C(=O)CC3(CCCC3)CC2=O)cc1
  A: -4	B: -1	C: 9	D: -20	E: -12	F: 29	G: -1	H: 0.4	I: -8
Cc1cc(=O)oc2cc(NC(=O)C3CC(=O)N(Cc4ccccc4)C3)ccc12 (stereo not given)
  A: -2	B: 7	C: 6	D: -13	E: -14	F: 4	G: -1	H: 0.5	I: -7
COc1ccc(-c2csc3nc(C)n(-n4cccc4)c(=O)c23)cc1OC
  A: -1	B: 2	C: -5	D: -17	E: -11	F: 6	G: 7	H: 0.9	I: -22
COc1ccc(CCn2c(=S)[nH]c3cc(C(=O)NCc4ccco4)ccc3c2=O)cc1OC
  A: -3	B: .	C: .	D: 4	E: -21	F: 1	G: -5	H: 2.3	I: 4
CC(C)COc1ccc(/C=C2/Sc3ccccc3C2=O)cc1
  A: -2	B: 6	C: 8	D: -23	E: -18	F: 20	G: -14	H: 0.4	I: -8
Cc1cc(C)n(-c2nc3ccccc3c(=O)n2OCC#N)n1
  A: -5	B: 1	C: -8	D: -18	E: .	F: 6	G: .	H: 1.1	I: -17
CCC(=O)Nc1nnc(SCC(=O)NC2CCCC2)s1
  A: -2	B: 1	C: -9	D: -6	E: -2	F: -6	G: -4	H: 0.3	I: -9
Fc1ccc(COc2ccc3ccccc3c2CNc2nn[nH]n2)cc1
  A: -3	B: 3	C: 6	D: 0	E: -6	F: 7	G: -3	H: 0.6	I: 0
COc1ccccc1N1CCN(/N=C/c2cccc(O)c2)CC1
  A: -5	B: 6	C: 10	D: 0	E: -7	F: 12	G: -8	H: 1.1	I: -7
N#CC1(NC(=O)CN2CCc3ccccc3C2)CCCC1
  A: -6	B: 0	C: 5	D: -4	E: -5	F: 13	G: 4	H: 0.3	I: 2
CCNC(=S)N1CCC(n2cnc3ccccc32)CC1
  A: -5	B: 2	C: 13	D: -5	E: 1	F: 8	G: -10	H: 0.4	I: -10
CCCc1ccc(OCC(O)CN2CCN(c3ccccn3)CC2)cc1 (stereo not given)
  A: -1	B: 3	C: -54	D: -18	E: -32	F: -19	G: -4	H: 1.8	I: 11

# Arranged by SMILES length (smallest number first): some entries from above.
# Labels used below – A = CHRM1 agonist; B = TAAR1 agonist; C = TAAR1 antag; D = M1 antag; E = CHO parental Ca; F = CHO-K1 Ca PAM; G = OXTR potentiator; H = CHO-K1 Ca ag; I = CHO-K1 Ca antag
CCCCn1nnnc1NCc1ccc(OC)c(OC)c1
  A: 0	B: 2	C: -1	D: -1	E: -11	F: 12	G: -2	H: 1.5	I: -17
CCNC(=S)N1CCC(n2cnc3ccccc32)CC1
  A: -5	B: 2	C: 13	D: -5	E: 1	F: 8	G: -10	H: 0.4	I: -10
N#CC1(NC(=O)CN2CCc3ccccc3C2)CCCC1
  A: -6	B: 0	C: 5	D: -4	E: -5	F: 13	G: 4	H: 0.3	I: 2
CC(C)COc1ccc(/C=C2/Sc3ccccc3C2=O)cc1
  A: -2	B: 6	C: 8	D: -23	E: -18	F: 20	G: -14	H: 0.4	I: -8
Cc1cc(C)n(-c2nc3ccccc3c(=O)n2OCC#N)n1
  A: -5	B: 1	C: -8	D: -18	E: .	F: 6	G: .	H: 1.1	I: -17
Fc1ccc(COc2ccc3ccccc3c2CNc2nn[nH]n2)cc1
  A: -3	B: 3	C: 6	D: 0	E: -6	F: 7	G: -3	H: 0.6	I: 0
COc1ccc(-c2csc3nc(C)n(-n4cccc4)c(=O)c23)cc1OC
  A: -1	B: 2	C: -5	D: -17	E: -11	F: 6	G: 7	H: 0.9	I: -22
Cc1ccc(NC(=O)C[n+]2cc(-c3ccccc3)n3c2CCC3)c(C)c1
  A: -8	B: 1	C: 0	D: 15	E: -12	F: 16	G: 3	H: 0.5	I: -14
COc1ccc(CCn2c(=S)[nH]c3cc(C(=O)NCc4ccco4)ccc3c2=O)cc1OC
  A: -3	B: .	C: .	D: 4	E: -21	F: 1	G: -5	H: 2.3	I: 4

# Source: PubChem BioAssay
